Screening data: PubChem, Sanford-Burnham Center for Chemical Genomics
Scp1 inh: inhibitors of human Scp-1 phosphatase; inhibition, % at 20 µM; AID 493091; 340,000 tested, 0.88% active; Recombinant Scp1, phosphopeptide, malachite green phosphate absorbance;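 active means inhibition above about 50% at 20 µM, limit read from the data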;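 further: plate controls were DMSO wells with enzyme for no effect and wells lacking enzyme for full effect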
Target sequence (Q9GZU7 76-261 limits assumed): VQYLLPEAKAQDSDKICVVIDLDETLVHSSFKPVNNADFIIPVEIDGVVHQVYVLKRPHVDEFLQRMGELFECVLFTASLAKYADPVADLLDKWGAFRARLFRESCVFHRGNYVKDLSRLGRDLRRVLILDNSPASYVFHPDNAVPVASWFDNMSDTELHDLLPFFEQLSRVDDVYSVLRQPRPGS
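System: SCP-1 catalytic domain; Reagent: Phospho 17-mer peptide substrate; Doses: one concentration, 20 µM, with 1.0% DMSO; Incubation: 45 min room-temperature reaction, 5 min colour, 30 min stabiliser; Signal: Phosphate-binding colour reagent, absorbance read at 630 nm.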
Rpn11 block: blocks the human proteasome subunit Rpn11. O00487. 360,000 tested, 0.59% active. AID 588493. human 26S proteasome, Ub4-pepOG fluorescence polarization; 20S core pre-blocked with epoxomicin. calls only at 20 µM;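 active means inhibition at 20 µM, scaled to each plate's controls, above about 33%, limit read from the data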
Target sequence (O00487 whole entry, looked up): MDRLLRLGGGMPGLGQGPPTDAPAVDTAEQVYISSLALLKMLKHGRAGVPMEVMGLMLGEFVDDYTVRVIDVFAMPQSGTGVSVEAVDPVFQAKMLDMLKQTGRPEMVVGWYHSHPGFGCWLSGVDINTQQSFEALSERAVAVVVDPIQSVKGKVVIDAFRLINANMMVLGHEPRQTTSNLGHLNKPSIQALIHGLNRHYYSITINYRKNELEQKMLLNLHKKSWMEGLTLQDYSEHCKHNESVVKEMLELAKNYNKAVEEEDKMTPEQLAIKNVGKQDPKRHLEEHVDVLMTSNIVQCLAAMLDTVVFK
STEP inh: STEP (human) phosphatase inhibition. 360,000 tested, 0.25% active. inhibition, % at 20 µM. recombinant STEP, OMFP fluorogenic substrate, fluorescence. P54829;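 active means inhibition at 20 µM, scaled per plate between control wells, above about 37%, limit read from the data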;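 further: 0% = DMSO with enzyme and substrate and 100% = substrate only without enzyme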
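Assay system: isolated STEP enzyme / Timing: 20 min at room temperature, dark / Doses: 20 µM, 1% DMSO / Technique: fluorescence intensity, excitation 480 nm, emission 540 nm / Reagent: fluorogenic phosphatase substrate OMFP at 25 µM final / Measure: percent inhibition scaled to no-enzyme and uninhibited-enzyme controls, plate-pattern corrected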
LMPTP inh: blocks human LMPTP phosphatase. P24666. recombinant LMPTP-A, OMFP fluorogenic substrate, fluorescence intensity. inhibition, % at 20 µM. 360,000 tested, 0.22% active. AID 651560;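 active means compounds that cut the enzyme signal by at least half of the control window in the single-dose screen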;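 further: plate controls were DMSO wells with enzyme plus substrate for no effect and substrate without enzyme for full effect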
Target sequence (P24666 whole entry, looked up): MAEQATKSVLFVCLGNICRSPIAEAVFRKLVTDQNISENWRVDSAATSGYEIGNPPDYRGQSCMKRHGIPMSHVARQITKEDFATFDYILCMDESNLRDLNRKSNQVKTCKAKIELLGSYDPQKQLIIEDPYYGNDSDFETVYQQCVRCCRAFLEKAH
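Test system: LMPTP-A, protein tyrosine phosphatase of low molecular weight; Input: 0.625 nM enzyme; Incubation: 50 min dark incubation at room temperature; Signal: endpoint fluorescence intensity from OMFP dephosphorylation; Read-out basis: % inhibition versus control wells.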
CendR NRP1 mod: NRP-1/CendR interaction modulation; 360,000 tested, 0.85% active; inhibition, % at 25 µM; FAM-RPARPAR peptide binding to NRP-1, fluorescence polarization; O14786;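 active means inhibition or corrected inhibition above about 18%, plus a signal ratio from 0.5 to 1.5, limit read from the data, passing the limit was not always enough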; further: strong numbers were not always called active
DNMT1 inh: blocks human DNA methyltransferase DNMT1; AID 588458; DNMT1 molecular beacon, Hinp1I cleavage, fluorescence; inhibition (reported as % activation of signal), % at 10 µM; 360,000 tested, 0.83% active; P26358; in the data active means inhibition above about 50%
MT1-MMP act inh: blocks activation of human MT1-MMP. AID 651647. GFP/RFP ratio change, % at 20 µM. 360,000 tested, 0.061% active. HT1080 RFP-PRO-GFP cells, GFP/RFP ratio fluorescence, overnight; percent of plate control window, DMSO zero;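 active means GFP/RFP ratio change of at least 30% with cell ATP level not reduced by more than half and red fluorescence within 50% of control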; further: strong numbers were not always called active
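Assay system – RFP-PRO-GFP reporter HT1080 cells · Compound dosing – single dose of 20 µM compound, 1% DMSO final · Incubation – overnight compound exposure at 37 °C · Measure – GFP/RFP fluorescence ratio · Benchmarks – DMSO wells and RFP-L50D-GFP cells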
NadD inh: blocks S. aureus nicotinate mononucleotide adenylyltransferase. purified NadD enzyme, colorimetric absorbance read-out. inhibition, % at 20 µM. 360,000 tested, 0.78% active; in the data active means inhibition above about 26%; further: some compounds past the cut are filed as inactive
SUMO1-SIM PPI: modulators of human SUMO1-mediated protein-protein interactions. P63165. SUMO1 binding to a labelled peptide, TR-FRET, 1 h. inhibition, % at 20 µM. 360,000 tested, 0.33% active. AID 602429; in the data active means inhibition above about 37%
Target sequence (P63165 whole entry, looked up): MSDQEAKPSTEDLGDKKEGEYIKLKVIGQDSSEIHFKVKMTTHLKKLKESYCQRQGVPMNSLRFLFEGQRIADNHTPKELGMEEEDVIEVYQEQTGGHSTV
SKN-1 inh: inhibitors of C. elegans SKN-1; inhibition, % at 21.8 µM; 360,000 tested, 0.49% active; C. elegans VP596 Pgst-4::GFP/RFP ratio, acrylamide-induced, 24 h; AID 624304;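 active means interference check ratio from 0.5 to 1.5 plus GFP to RFP signal ratio inhibition reaching or exceeding a fixed threshold, cut at about 30% in these data, passing the limit was not always enough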; further: some compounds called inactive have numbers as strong as hits
Numbers without * were called inactive; i = inactive; x = no result given.

SMILES	Scp1 inh	Rpn11 block	STEP inh	LMPTP inh	CendR NRP1 mod	DNMT1 inh	MT1-MMP act inh	NadD inh	SUMO1-SIM PPI	SKN-1 inh
CCC(C)c1ccc(NC(=S)NC2CCN(Cc3ccccc3)CC2)cc1 (stereo not given)	5	i	6	-2.8	7	-6	1	-6	-1	-8
COC(=O)c1ccc(C(=O)N2CCCC(Nc3ccc(F)c(F)c3)C2)cc1 (stereo not given)	-10	i	-3	-0.7	12	0	-1	1	4	4
COc1ccc(OCCCNCCc2ccccc2)cc1	-4	i	-3	-1.1	-10	6	1	-1	-3	-1
O=C(Cn1c(C(F)(F)F)nc2ccccc21)Oc1cccc(C(F)(F)F)c1	-2	i	-8	-1.3	-8	0	0	-4	6	2
CC(C)c1ccccc1OCCCCCN1CCOCC1	-3	i	0	-1.4	2	6	7	-8	4	4
CCn1ccnc1C(O)(c1ccccc1)c1ccccc1	1	i	-2	-2.1	0	-2	-3	-2	-1	1
CCOc1ccc2nc(N3CCCC(C(=O)NC4CCCC4)C3)sc2c1 (stereo not given)	13	i	1	1.2	4	-1	3	-5	8	-11
CCN(CC)c1nc(C(N)=O)cc(-c2ccccc2)n1	-5	i	-1	1.9	0	-4	-3	5	-5	-17
O=C(CSc1nnnn1-c1ccccc1)CSc1nnnn1-c1ccccc1	-9	i	-2	2.0	8	-6	0	-13	-1	13
Cc1ccc(C(=O)N/C(=C/c2cn(-c3ccccc3)nc2-c2ccccc2)C(=O)O)cc1	0	i	-2	-1.5	-6	3	x	7	2	-14
Cc1c(CN2CCC(CO)(CCOc3ccccc3)CC2)[nH]c2ccc(Cl)cc12	8	i	2	1.9	3	3	-5	11	0	-4
Cc1ccc(OCCC(=O)N(CC(=O)Nc2ccccc2C(F)(F)F)Cc2ccco2)cc1	1	i	-2	1.3	-8	-3	-3	-1	2	5
Cc1ccc(CNC(=O)C2CCC(=O)N(CCc3ccccn3)C2)s1 (stereo not given)	-9	i	2	-0.6	5	2	-5	-10	7	-9
CC(=O)NCCNc1nc2cc(-c3ccc(C)cc3)sc2c(=O)n1C	x	i	0	1.5	-8	2	3	-2	-27	1
COC(=O)c1ccccc1S(=O)(=O)NNC(=O)c1ccccc1-n1cccc1	-10	i	-2	-2.5	0	4	-1	-6	5	16
CCOc1ccc(/C(O)=C2/C(=O)C(=O)N(CCN(CC)CC)C2c2ccco2)cc1 (stereo not given)	-5	i	3	1.2	-2	-5	2	-1	-9	10
Cc1ccc(S(=O)(=O)N(C(=O)c2ccncc2)c2ccc(OC(=O)c3ccncc3)cc2)cc1	-3	i	1	-0.5	10	5	2	-2	-2	9
CCN(CC)CCC(=O)N1c2ccccc2CCc2ccc(NC(=O)OC(C)C)cc21	-5	i	1	0.8	17	-1	0	0	2	1
CS(=O)(=O)Cc1nc2ccccc2n1CC(=O)Nc1cccc(S(=O)(=O)N2CCCC2)c1	-2	i	-1	0.1	-3	-8	6	10	-1	3
CC(=O)c1ccc(NC(=O)c2ccc(CNc3c(N4CCOCC4)c(=O)c3=O)cc2)cc1	-4	i	0	1.0	-10	7	7	3	0	2
COC(=O)c1cc(S(=O)(=O)N(Cc2ccccc2)C(C)(C)C)c[nH]1	0	i	2	-0.1	-3	1	-2	-3	3	3
CC(C)C(NC(=O)c1ccc(Cl)cc1Cl)C(=O)N1CCN(S(=O)(=O)c2ccccc2)CC1 (stereo not given)	-4	i	-5	-0.1	1	2	-6	-2	4	9
CCCCN1C(=O)C(O)(CC(=O)c2ccccc2OC)c2ccccc21 (stereo not given)	-12	i	-1	-0.7	-13	-7	6	0	4	13
CS(=O)(=O)N1CCN=C1SCc1ccc(Br)cc1	-11	i	-3	-0.8	-5	1	-3	-8	2	16
O=C(CCn1c(=S)oc2ccccc21)Nc1cccc(F)c1	-7	i	0	2.1	8	31	-1	3	-1	7
Further compounds:
SMILES	Scp1 inh	Rpn11 block	STEP inh	LMPTP inh	CendR NRP1 mod	DNMT1 inh	MT1-MMP act inh	NadD inh	SUMO1-SIM PPI	SKN-1 inh
CC(C)C[C@@H]1COc2cccc(N3CCC[C@H]3CO)c2S(=O)(=O)N1	x	x	x	-0.9	4	x	-3	0	5	12
CCCNS(=O)(=O)c1ccc(OCC(=O)Nc2ccc3c(c2)OCCO3)c(C)c1	1	i	1	-0.9	-7	1	-1	-12	5	7
Cn1cccc1C(=O)NC(=O)COC(=O)CC12CC3CC(CC(C3)C1)C2	-10	i	5	0.9	3	-8	1	-6	3	2
Cc1ccc(C(=O)N2C(CC(=O)Nc3ccc(Cl)cc3)C(=O)NC3CCCCC32)cc1 (stereo not given)	-10	i	-1	1.3	14	-2	-11	5	-1	4
COc1ccccc1CN=C1Nc2ccccc2CS1	0	i	-1	-0.4	4	0	-1	-8	-3	-5
O=C1N=c2ccccc2=C1c1sc(=O)[nH]c1O	20	i	-2	-1.1	-2	1	8	-3	-20	8
COc1ccc(S(=O)(=O)N2CCOCC2)cc1NC(=O)CSc1n[nH]c(C(C)C)n1	5	i	9	-0.9	7	-2	-2	-2	0	-10
C/C(CC(=O)Nc1cc(C)ccn1)=N\NC(=O)c1cccc(C)c1	2	i	-2	0.9	2	-7	2	1	-1	0
COc1cccc(CC(=O)Nn2c(C)nc3ccccc3c2=O)c1	-5	i	-1	-0.5	5	2	-2	-7	3	5
CSc1ccc(S(=O)(=O)NCc2ccccc2Cl)cc1	-4	i	-1	1.3	-1	0	-1	-5	-3	-15
CC1(C)CC(=O)C=C(c2ccc3[nH]ccc3c2)C1	-14	i	-3	0.8	-3	-6	0	-6	-13	25
CCc1nnc(NC(=O)c2cc3c(s2)CCCCC3)s1	6	i	1	-1.0	-8	15	7	14	5	-1
CCOC(=O)C(=Cc1ccc(-c2ccsc2C(=O)OC)o1)C(=O)OCC	-4	i	0	3.2	4	-2	-12	-2	-2	-1
O=C(CSc1cn(CCNC(=O)c2cccs2)c2ccccc12)NCc1ccccc1	-12	i	1	0.4	9	-5	-2	-5	0	11
CCN(CC(=O)Nc1ccccc1OC)C(=O)CN1C(=O)NC(C)(c2ccc3ccccc3c2)C1=O (stereo not given)	-12	i	-2	-0.7	2	-1	1	0	1	4
CC(C)OC(=O)c1cc(=O)[nH]c2ccccc12	-5	i	0	0.4	-2	4	11	6	-3	31
O=C(c1ccco1)N1CCN(C2CN(C3CCCCC3)S(=O)(=O)C2)CC1 (stereo not given)	x	i	-2	-1.8	4	2	5	-5	8	-1
CC(=O)N1CCN(C(=O)COC(=O)CNC(=O)c2ccc(C)cc2)CC1	-5	i	-3	-0.2	6	-1	-1	-5	-3	-18
Cc1ccc(NC(=O)CS(=O)c2ccccc2N)c(C)c1 (stereo not given)	1	i	-1	-1.1	-3	1	0	-8	9	3
CC(C)C(=O)Nc1ccc(N2CCOCC2)c(S(=O)(=O)Nc2ccccc2Cl)c1	10	i	-1	0.2	-3	-2	-2	2	1	13
O=C(Nc1ccc(NC(=O)c2ccco2)c(Cl)c1)c1cccc([N+](=O)[O-])c1	0	i	-1	0.4	-4	4	2	-3	-3	4
CCCn1c(N/N=C\C=C\c2ccccc2)nc2c1c(=O)[nH]c(=O)n2C	-6	i	4	1.2	-12	-1	5	3	-7	6
Cc1ccc(NC(=O)N2CCC(C(=O)NCCC3=CCCCC3)CC2)cc1	-18	i	0	-1.3	-10	4	3	-8	-1	-8
Cc1onc(-c2ccccc2Cl)c1C(=O)Nc1cccnc1	-2	i	3	-0.9	-1	-4	-1	0	-3	6
O=C(COC(=O)c1ccc(O)cc1O)Nc1ccc(Cl)cn1	5	i	-1	1.1	-15	-3	2	1	5	-18

For reference, part of the list above:
SMILES	Scp1 inh	Rpn11 block	STEP inh	LMPTP inh	CendR NRP1 mod	DNMT1 inh	MT1-MMP act inh	NadD inh	SUMO1-SIM PPI	SKN-1 inh
CC(C)C[C@@H]1COc2cccc(N3CCC[C@H]3CO)c2S(=O)(=O)N1	x	x	x	-0.9	4	x	-3	0	5	12
CCCNS(=O)(=O)c1ccc(OCC(=O)Nc2ccc3c(c2)OCCO3)c(C)c1	1	i	1	-0.9	-7	1	-1	-12	5	7
Cn1cccc1C(=O)NC(=O)COC(=O)CC12CC3CC(CC(C3)C1)C2	-10	i	5	0.9	3	-8	1	-6	3	2
Cc1ccc(C(=O)N2C(CC(=O)Nc3ccc(Cl)cc3)C(=O)NC3CCCCC32)cc1 (stereo not given)	-10	i	-1	1.3	14	-2	-11	5	-1	4
COc1ccccc1CN=C1Nc2ccccc2CS1	0	i	-1	-0.4	4	0	-1	-8	-3	-5

Next part:
SMILES	Scp1 inh	Rpn11 block	STEP inh	LMPTP inh	CendR NRP1 mod	DNMT1 inh	MT1-MMP act inh	NadD inh	SUMO1-SIM PPI	SKN-1 inh
COC(=O)CCCC1=CC2=C(c3ccccc3)C(=O)C(C)(OC(=O)C3CCCC3)C(=O)C2=CN1C1CCCCC1 (stereo not given)	2	i	1	-0.7	1	-9	-2	4	-21	20
CCCCC1=C([O-])C2N=CC=CC2=[N+](c2ccccn2)C1=O (stereo not given)	-10	i	4	-2.0	-7	3	-2	2	-5	-4
CCn1c(=O)c2sccc2n(Cc2cccc(C)c2)c1=O	-5	i	-1	-1.0	18	-5	0	6	-1	2
C=CCNC(=O)/C(=C/c1cn(-c2ccccc2)nc1-c1cccc([N+](=O)[O-])c1)NC(=O)c1ccccc1	-11	i	-4	-3.7	8	-12	-3	5	-10	8
CCCOc1ccc(NC(=O)CC2C(=O)N(CC)C(=S)N2Cc2cccs2)cc1 (stereo not given)	-13	i	1	2.1	-2	-1	1	-8	-2	-3
COc1cccc(-c2nc(N3CCN(Cc4ccccc4)CC3)c3ccccc3n2)c1O	-1	i	2	5.1	4	8	-3	0	-3	-3
O=C(CCl)Nc1cc(S(=O)(=O)N2CCCCCC2)ccc1Cl	-8	i	-7	-1.2	-10	0	4	-4	0	-5
CCOC(=O)C1=C(COC(=O)c2ccc(C)s2)NC(=O)NC1C (stereo not given)	-7	i	-1	0.3	-19	1	7	-7	1	-3
O=C(c1ccco1)N1CCN(S(=O)(=O)c2ccccc2[N+](=O)[O-])CC1	-1	i	-4	-1.1	1	0	2	4	-3	4
COc1cc(C(=O)N2CCc3ccccc32)c([N+](=O)[O-])cc1OC	0	i	-2	-0.2	6	-1	-1	1	-9	3
Cc1cc(C)cc(N(CC(=O)NCC2CCCO2)C(=O)CN2C(=O)COc3ccccc32)c1 (stereo not given)	-4	i	-2	-0.9	-2	2	-4	-2	4	2
CCOC(=O)C(Oc1ccc2c(-c3ccccc3)cc(=O)oc2c1C)c1ccccc1 (stereo not given)	-16	i	6	2.7	-3	1	-12	1	1	0
CCCn1c(N)c(C(c2ccc(OC)cc2)N2CCN(c3ccccc3)CC2)c(=O)[nH]c1=O (stereo not given)	-1	i	3	-2.1	7	-5	-1	3	3	38*
O=C(CC1C(=O)NCCN1C(=O)Nc1ccc(F)cc1)Nc1cc(Cl)ccc1Cl (stereo not given)	-15	i	-3	0.5	-21	-5	-4	-7	8	-1
